ST2 inh = inhibitors of human ST2 (IL1RL1) binding to IL-33, primary screen, biochemical, AlphaLISA; 78,000 tested, 2.3% active; AlphaLISA ST2-Fc/biotin-IL-33 interaction, 1 h; inhibition, % for hits at 17 µM; Interleukin-1 receptor-like 1 (Homo sapiens), Q01638; in the data active means inhibition above about 30%; inconclusive means mostly about 10% to 28%
Target sequence (Q01638 whole entry, looked up): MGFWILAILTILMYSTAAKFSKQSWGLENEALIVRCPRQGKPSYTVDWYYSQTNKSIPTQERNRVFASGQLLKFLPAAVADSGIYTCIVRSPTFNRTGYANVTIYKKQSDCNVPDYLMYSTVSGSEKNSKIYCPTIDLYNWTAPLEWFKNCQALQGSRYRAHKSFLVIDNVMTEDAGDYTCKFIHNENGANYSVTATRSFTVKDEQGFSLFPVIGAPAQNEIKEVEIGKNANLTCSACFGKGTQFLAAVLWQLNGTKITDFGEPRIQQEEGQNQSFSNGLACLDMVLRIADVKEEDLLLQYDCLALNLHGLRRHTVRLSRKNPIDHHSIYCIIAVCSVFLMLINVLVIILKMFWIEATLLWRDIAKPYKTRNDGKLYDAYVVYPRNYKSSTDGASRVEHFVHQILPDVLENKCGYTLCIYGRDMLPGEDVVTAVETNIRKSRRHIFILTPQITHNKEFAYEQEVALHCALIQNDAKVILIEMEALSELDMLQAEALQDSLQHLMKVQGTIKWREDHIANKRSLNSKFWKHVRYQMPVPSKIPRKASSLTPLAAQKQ
Calls only; i = inactive; ? = inconclusive. Only part of the results is shown; the hit share may differ from the screen's.

compound | ST2 inh
CSCc1nnc(NC(=O)c2ccc(S(=O)(=O)N3CCCc4ccccc43)cc2)o1 | i
O=C(c1ccccc1)c1cc(Br)ccc1O | i
CCC(C)(C)C1CCc2[nH]nc(C(=O)NN)c2C1 (stereo unspecified) | ?
c1cncc(CN(CC2CCN(C3Cc4ccccc4C3)CC2)CC2CCCO2)c1 (stereo unspecified) | i
CC1(C)Cc2ccccc2C(N)=C1C#N | i
COc1cc(N=Cc2c(C)[nH]n(-c3ccccc3)c2=O)c(OC)cc1Cl | ?
O=c1c2c(-c3ccccc3)csc2ncn1Cc1csc(-c2ccc(Cl)cc2)n1 | i
COc1cccc(CN2CCN(C(=O)CC(C)C)CC2)c1 | i
COc1ccc(OCCCN2CCCC(C)C2)cc1 (stereo unspecified) | ?
COc1ccc(Cl)c(NCCC(=O)O)c1 | i
COc1ccc(C2C3=C(CC(C)(C)CC3=O)Nc3nc(SC)[nH]c(=O)c32)cc1OC (stereo unspecified) | i
N#CC1=C(N)OC2=C(C(=O)CCC2)C1c1cccc(Br)c1 (stereo unspecified) | i
CNCCC(Oc1ccccc1C)c1ccccc1 (stereo unspecified) | ?
Cc1cccc(NC(=O)COc2ccc(Br)cc2)n1 | i
Cc1ccc(OC(=O)c2cc(S(=O)(=O)N3CCCC3)ccc2C)cc1C | i
O=C(CN1CCCC1)N1c2ccccc2C=Cc2ccccc21 | i
CCOC(=O)CN1N=C(c2ccc(Cl)cc2)CCC1=O | i
Clc1cccc(N=Cc2ccc(OC3CSC3)cc2)c1 | ?
O=C(CNS(=O)(=O)c1cccs1)Nc1ccc(Br)cc1 | i
Cc1cnc(NCCCn2cccn2)nc1-c1cnn(C)c1 | i
O=C(O)c1ccccc1NC1SC(=O)N(c2ccccc2)C1=O (stereo unspecified) | ?
Cc1cccc(CN2C(=O)CSc3ccc(C(=O)NCc4cccnc4)cc32)c1 | i
COc1ccc(NC2CCCN(C(=O)c3cccc(-n4nc(C)cc4C)c3)C2)cc1OC (stereo unspecified) | i
Cc1cc(Cl)ccc1OCC(=O)Nc1ccccc1N1CCOCC1 | i
O=C(Nc1nc(/C=C/c2ccccc2)[nH]c(=O)n1)NS(=O)(=O)c1ccccc1Cl | ?

The final five compounds of the part above come first, to join the parts.
compound | ST2 inh
O=C(O)c1ccccc1NC1SC(=O)N(c2ccccc2)C1=O (stereo unspecified) | ?
Cc1cccc(CN2C(=O)CSc3ccc(C(=O)NCc4cccnc4)cc32)c1 | i
COc1ccc(NC2CCCN(C(=O)c3cccc(-n4nc(C)cc4C)c3)C2)cc1OC (stereo unspecified) | i
Cc1cc(Cl)ccc1OCC(=O)Nc1ccccc1N1CCOCC1 | i
O=C(Nc1nc(/C=C/c2ccccc2)[nH]c(=O)n1)NS(=O)(=O)c1ccccc1Cl | ?
O=C1CSc2ccccc2N1Cc1ccc(F)cc1Cl | i
Cc1cc(C)c(C(N)=O)c(SCC(=O)c2ccccc2)n1 | i
[O-][n+]1onc2c(-c3ccccc3)nnc(-c3ccccc3)c21 | ?
O=[N+]([O-])c1cccc(S(=O)(=O)Nc2cc(Cl)cc(Cl)c2)c1 | ?
Cc1ccc(-n2nc(C)c(-c3cccc([N+](=O)[O-])c3)c2C)cc1C | ?
CC1Cc2cc(C(=O)NC3CCCCC3)ccc2O1 (stereo unspecified) | i
Cc1cc([N+](=O)[O-])nn1CCCC(=O)Nc1ccc([N+](=O)[O-])cc1Cl | i
Cc1c(C(=O)O)c(-c2ccccc2)nn1-c1ccccc1 | i
CN1CCC(NC[C@H]2O[C@@H](CO)[C@@H](O)[C@H]2N2CCN(c3ccc(F)cc3)CC2)CC1 | ?
S=C(S)N1CCCC1 | i
CCOC(=O)c1c(NC(=O)C(C)C)sc(C)c1C | i
COc1ncc(CN2CCOC(Cc3cccc4ccccc34)C2)cn1 (stereo unspecified) | i
O=C(NCc1ccco1)c1cccc(Cl)c1 | i
N=c1c[n+](N2CCOCC2)[n-]o1 | i
CCOC(=O)C1=C(c2ccccc2)NC(SCC(N)=O)=C(C#N)C1c1ccccc1Cl (stereo unspecified) | i
COc1ccc(/C=C/C(=O)O[C@@H]2[C@@H](O)[C@@H](O)[C@H](O[C@H]3[C@@H]4C=CO[C@@H](O[C@@H]5O[C@H](CO)[C@@H](O)[C@H](O)[C@H]5O)[C@@H]4[C@@]4(CO)O[C@@H]34)O[C@H]2C)cc1 | ?
CCOC(=O)C1CCC(CNC(=O)N2CCN(Cc3nc4cccnc4n3-c3cccc(C)c3)CC2)CC1 (stereo unspecified) | i
O=C(NCC1CCCO1)c1ccc2c(c1)N(Cc1ccccc1)C(=O)CS2 (stereo unspecified) | i
Cc1occc1C(=O)Nc1ccc(Br)cc1 | i
CC1=C(C(=O)OC(C)C)C(c2ccccc2)C2=C(CC(c3ccccc3)CC2=O)N1 (stereo unspecified) | ?
O=C(NC1CCCCCCC1)c1cccs1 | i
Cc1noc(C)c1C(=O)N1CCCC(N2CCN(c3cccc(C(F)(F)F)c3)CC2)C1 (stereo unspecified) | ?
CC(=O)N1C(=O)NC2C1NC(=O)N2C(C)=O (stereo unspecified) | ?
O=C(NC1CCCCCCC1)C1CCC(CNS(=O)(=O)c2cccc3nsnc23)CC1 (stereo unspecified) | i
CN1C(N)=NC(=O)/C1=C/c1ccc(Br)s1 | i

compound | ST2 inh
CN(C(=O)c1cc(-c2cccc(Cl)c2)on1)c1ccccc1 | i
N#Cc1c(-n2ncnc2-c2ccc([N+](=O)[O-])cc2)sc2c1CCCC2 | ?
O=C(Cc1cccnc1)NC1CC(=O)N(Cc2cccc3ccccc23)C1 (stereo unspecified) | i
CCOc1ccc(Br)cc1S(=O)(=O)N1CCN(c2nc(C)cc(Nc3ccc(C)cc3)n2)CC1 | i
CS(=O)(=O)c1cccc(C(=O)NCC2(O)CCNC2)c1 (stereo unspecified) | i
O=C(NCc1ccc(F)cc1)c1noc2c1CCc1ccccc1-2 | i
CCSc1nc2c(c(=O)[nH]1)C(c1cccc(F)c1)C1=C(CC(C)(C)CC1=O)N2 (stereo unspecified) | ?
CCCCOc1ccc(NC(=O)NC2(c3ccccc3)CC2)cc1 | i
Cc1c(Cl)c([N+](=O)[O-])nn1CCCC(=O)Nc1cccc(Cl)c1 | ?
COc1ccc(NC(=O)CSc2nc3c(c(=O)n2-c2ccc(F)cc2)SCC3)cc1 | i
CCOc1cc(C2C(C#N)=C(N)Oc3cc(C)oc(=O)c32)cc([N+](=O)[O-])c1O (stereo unspecified) | i
Cc1nc(Cc2ccc(-n3ccnc3-c3nccn3C)cc2)n[nH]1 | i
Cc1ccc(-c2nnc([C@H]3CCN(C(=O)C4CC4)C3)o2)cc1 | ?
O=C(Nc1ccc(F)c(Cl)c1)c1noc2c1CCCC2 | ?
COc1ccc(CCN(Cc2ccccn2)S(=O)(=O)c2ccc(Cl)cc2)cc1OC | i
O=C1CSc2ccc(C(=O)N3CCN(c4ccccn4)CC3)cc2N1 | ?
COc1ccc(C2C(C(=O)NCCN(C)C)c3cc(OC)c(OC)cc3C(=O)N2C)cc1OC (stereo unspecified) | i
CCN(CC)c1ccc2cc(C(=O)Nc3cccc(C(F)(F)F)c3)c(=O)oc2c1 | i
c1ccc2c3c([nH]c2c1)CN(c1nc(C2CCCC2)nc2c1CNC2)CC3 | i
Cc1ccc(C2CC(c3cccc(Br)c3)n3ncnc3N2)cc1 (stereo unspecified) | ?
Cc1cc(C)n2c(-c3n[nH]c(CCc4ccccc4)n3)nnc2n1 | i
Cc1cccc(C(=O)N2CCN=C2SCc2cccnc2)c1 | i
CCC(C)OC(=O)C1=C(C)NC(=O)NC1c1ccc(OC)c(OCc2ccccc2)c1 (stereo unspecified) | i
O=C(NCc1ccco1)Nc1ccc2nc(-c3ccco3)c(-c3ccco3)nc2c1 | ?
CC(C)C(=O)NC1CC(=O)N(c2cccc(F)c2)C1 (stereo unspecified) | i

compound | ST2 inh
CCOC(=O)N1CCN(C2CCCN(C(=O)C3=CCCC3)C2)CC1 (stereo unspecified) | ?
COC(=O)c1cc2n(n1)CCCN(C(=O)c1ccccc1-n1cncn1)C2 | i
CC1CCCCC1NC(=O)c1cccn2c(=O)c3sccc3nc12 (stereo unspecified) | ?
COc1ccc(C)cc1-n1cnnc1Cn1nc(C)c(C)c1C | i
CCCN1CC(NC(=O)c2ccc(-n3cnnc3)cc2)CC1=O (stereo unspecified) | i
O=C(O)[C@@H]1[C@H](C(=O)Nc2cccc3cccnc23)[C@@H]2C=C[C@H]1C2 | i
CCCc1n[nH]c(=O)n1-c1ccc(OC)cc1C | i
CCCOc1ccc(C2=NNC(=O)CC2)cc1 | ?
O=C(Nc1cccc(Cl)c1)N1CCCC1 | ?
COc1ccc(C2Nc3ccccc3NC3=C2C(=O)NC3)cc1 (stereo unspecified) | ?
COc1cc(C)c(C)cc1S(=O)(=O)NCCN1CCOCC1 | i
O=C(CSc1nc2c(c(=O)n1-c1ccc(F)cc1)SCC2)Nc1ccccc1F | i
O=C(O)c1nnc(Nc2ccccc2)c2ccccc12 | ?
CCn1cnc2sc(C(=O)N3CCN(Cc4ccc5c(c4)OCO5)CC3)c(C)c2c1=O | i
CCCCOC(=O)C1C2C=CC3(CN(CCCOC)C(=O)C13)O2 (stereo unspecified) | i
Cc1ccc(N(Cc2ccc(C(=O)NCCSc3ccccn3)cc2)S(C)(=O)=O)cc1C | i
CCN1C(=O)[C@H]2[C@@H](c3csc(C(C)=O)c3)N[C@@](CC)(C(=O)OC)[C@H]2C1=O | i
O=C(Cc1ccc(N2CCNC2=O)cc1)N1CCCC(Nc2ccc(F)c(F)c2)C1 (stereo unspecified) | ?
O=c1oc2c(O)cccc2c(O)c1O | i
COc1cc(/C=C2\N=C(SC)SC2=O)ccc1OCc1ccccc1 | ?
O=C(c1cc([N+](=O)[O-])ccc1Cl)n1nnc2ccccc21 | i
Nc1nc(-c2cc3ccccc3oc2=O)nc2c1c(=O)oc1ccccc12 | i
CCOC(=O)c1[nH]c2ccccc2c1NC(=O)C1CCCCC1 | i
CCOC(=O)c1oc2ccccc2c1NC(=O)C(C)(C)Oc1ccc(Cl)cc1 | i
CCCCC(=O)NCc1nc2cccnc2n1CCOC | i

SMILES | ST2 inh
CN1C[C@@H](NC(=O)c2cccnc2)C[C@H]1c1nc(-c2cnccn2)no1 | ?
O=c1[nH]c2ccc([N+](=O)[O-])cc2o1 | i
CCC(C)OC(=O)C1=C(C)NC2=C(C(=O)C(C(=O)OC)C(C)C2)C1c1ccc(OC)cc1 (stereo unspecified) | i
CC12CCC3c4cc(Br)c(O)cc4CCC3C1CCC2O (stereo unspecified) | i
O=S(=O)(Nc1nccs1)c1ccc(N=Cc2cc(Cl)cc(Cl)c2O)cc1 | ?
CCn1c2c(c3cc(C)ccc31)CCCC2=O | i
O=[N+]([O-])c1ccc(-c2cn3c(n2)sc2ccccc23)cc1 | ?
Cc1c(N=Cc2nc3ccccc3[nH]2)c(=O)n(-c2ccccc2)n1C | i
Cc1ccc(NC(=O)CN2C(=O)c3cccnc3Sc3ccccc32)cc1F | ?
CC(=O)Nc1cccc(NC(=O)c2cccs2)c1 | i
COc1ccccc1-n1nc(C(=O)O)c2ccccc2c1=O | i
COc1ccc(-c2noc(CN3CCN(Cc4cccc(C)c4)CC3)n2)c(OC)c1OC | i
Cc1c(C(=O)Nc2cccc([N+](=O)[O-])c2)csc1-c1ccccc1 | ?
COc1ccc(C(=O)N2C[C@@H](O)[C@H](NCCN3CCNC3=O)C2)cc1 | ?
COc1cccc(CC(=O)NCc2ccsc2)c1 | i
Cc1cccc(Nc2c(-c3ccc(O)cc3)nc3ncncn23)c1 | i
Cc1ccc(OCc2cc(=O)n3oc(C)cc3n2)c(NC(=O)c2ccc(F)cc2)c1 | i
O=C(NC1CC1)c1cc2n(n1)CCN(C(=O)C1C=CCN1)C2 (stereo unspecified) | i
CCN(Cc1ccccc1)S(=O)(=O)c1ccc(OC)c(OC)c1 | i
CC1(C)NC(C(=O)O)Cc2c1[nH]c1ccccc21 (stereo unspecified) | i
CCCCN(C(=O)c1cnc2n(c1=O)CCS2)c1ccccc1 | i
O=C1CCCC2=C1C(c1cccs1)n1nc(SCc3ccc(F)cc3Cl)nc1N2 (stereo unspecified) | i
COc1ccc(C(=O)N[C@H]2C[C@H]3C(=O)NC[C@@H](CCC(=O)N4CCN(C)CC4)N3C2)cc1 | i
COc1ccc(Cn2c(-c3cc(C)nn3C)n[nH]c2=O)cc1 | ?
CCOc1ccc(-n2cc(C(=O)O)c3cc(OC)c(OC)cc3c2=O)cc1 | i

Not a retest: an excerpt of the list.
SMILES | ST2 inh
CSCc1nnc(NC(=O)c2ccc(S(=O)(=O)N3CCCc4ccccc43)cc2)o1 | i
O=C(c1ccccc1)c1cc(Br)ccc1O | i
CCC(C)(C)C1CCc2[nH]nc(C(=O)NN)c2C1 (stereo unspecified) | ?

Random excerpt: two compounds from above.
SMILES | ST2 inh
Cc1ccc(OCc2cc(=O)n3oc(C)cc3n2)c(NC(=O)c2ccc(F)cc2)c1 | i
O=C1CCCC2=C1C(c1cccs1)n1nc(SCc3ccc(F)cc3Cl)nc1N2 (stereo unspecified) | i

Gathered by group: the entries above containing a CF3 group
SMILES | ST2 inh
Cc1noc(C)c1C(=O)N1CCCC(N2CCN(c3cccc(C(F)(F)F)c3)CC2)C1 (stereo unspecified) | ?
CCN(CC)c1ccc2cc(C(=O)Nc3cccc(C(F)(F)F)c3)c(=O)oc2c1 | i

Following part.
SMILES | ST2 inh
CCOC(=O)c1c(NC(=O)C2CC2c2ccccc2)sc(C)c1C (stereo unspecified) | i
CCOC(=O)c1oc2ccccc2c1NC(=O)CC | i
O=[N+]([O-])c1ccc(Cl)c(N=Cc2ccc(Br)c([N+](=O)[O-])c2)c1 | i
CC(C)CN(CC(C)C)C(=O)CCN1C(=O)c2ccccc2C1=O | i
Cc1[nH]nc2c1C(c1cc(Br)c(C)s1)C(C#N)=C(N)O2 (stereo unspecified) | ?
COc1ccc(N2CCN(C(=O)c3sc4nc(C)nc(N5CCOCC5)c4c3C)CC2)cc1 | i
Cc1cc(C)nc(NS(=O)(=O)c2ccc(Nc3nc(-c4sc(C)nc4C)cs3)cc2)n1 | i
CCOC(=O)C1(CCOC)CCN(Cc2cnn(C)c2)CC1 | i

Compound activity from PubChem BioAssay.
